Screens from PubChem BioAssay.
Glioma ERSR ind – inducers of ER stress response in human glioma cells; U87-MG GRP78 promoter luciferase reporter, 16 h; Potency, µM, for the others: at the highest dose activation, usual class: activators; 420,000 tested, 0.02% active; AID 602332; further: potency means the concentration at half of the fitted maximal effect; series mostly up to about 76 µM; % of control where 0% means no effect; nearly all actives have a fitted effect of over 35% in size
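ERSR induction read as luciferase luminescence (Bright-Glo, 10 min at room temperature) in stably transfected human U87-MG glioma cells exposed to compounds for 16 h, using GRP78 as sensor.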
Vif-APOBEC3G blk – Vif-A3G binding inhibition. HeLa A3G-eYFP + Vif (tagged APOBEC3G with the HIV-1 protein that degrades it), YFP fluorescence, overnight. Potency, µM (series often up to 46.1 µM), inactives show at the top dose activity, negative = active, hits mostly inhibitors. 410,000 tested, 0.076% active;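 further: potency means the concentration at half of the fitted maximal effect; on the % scale 0 is the no-effect control and ±100 the full control effect; nearly all actives have a fitted effect of over 60% in size; hits raise eYFP signal because A3G escapes Vif-driven loss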
Target sequence (Q9HC16 whole entry, looked up): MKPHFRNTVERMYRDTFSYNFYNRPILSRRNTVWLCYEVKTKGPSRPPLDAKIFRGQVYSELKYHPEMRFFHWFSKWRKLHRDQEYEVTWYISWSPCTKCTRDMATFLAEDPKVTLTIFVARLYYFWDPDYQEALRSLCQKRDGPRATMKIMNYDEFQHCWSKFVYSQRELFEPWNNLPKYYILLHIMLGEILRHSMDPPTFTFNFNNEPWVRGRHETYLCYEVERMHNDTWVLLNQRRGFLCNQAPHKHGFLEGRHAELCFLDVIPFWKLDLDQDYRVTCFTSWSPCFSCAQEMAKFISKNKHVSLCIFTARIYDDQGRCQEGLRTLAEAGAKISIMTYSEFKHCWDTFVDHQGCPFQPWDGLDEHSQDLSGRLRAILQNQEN
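HeLa cells stably expressing Vif and C-terminally eYFP-tagged A3G, seeded overnight at 37 deg C, then exposed to compound by pintool overnight at 37 deg C. Rise in yellow fluorescence (Ex 488/Em 500-530, Acumen) marks blocked Vif-driven A3G degradation.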
RXFP1 agonist – agonists of human relaxin receptor RXFP1 | Q9HBX9 | HEK293T-RXFP1 cAMP TR-FRET, 30 min; response scale: percent of porcine relaxin response, buffer zero | Potency, µM (titrated, usually from 57.5 µM), without a hit: top-dose activation, most hits filed as activators | 370,000 tested, 0.3% active; further: potency means the concentration at half of the fitted maximal effect; on the % scale 0 is the no-effect control and ±100 the full control effect; nearly all actives have a fitted effect of over 60% in size; many of its hits are not listed in these tables
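Agonist response is measured as cAMP accumulation in an RXFP1-transfected HEK293T line under PDE4 inhibition. Values are scaled between buffer-only and 29 nM porcine relaxin, and EC50s come from standard Hill equation fits.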
D1 potentiator – enhances dopamine response at the human D1 receptor; P21728; HEK293 TREx D1 cells, calcium flux, dopamine EC20 potentiation; potentiation, % at 10 µM; 360,000 tested, 0.036% active; in the data active means potentiation above about 30%; further: 0% is about no effect
Vif-A3F inh – blocks the Vif interaction with APOBEC3F. HeLa A3F-eYFP + Vif (tagged APOBEC3F with the HIV-1 protein that degrades it), YFP fluorescence increase. Potency, µM (top dose mostly 46.1 µM), for inactives: top-dose activity, negative = active. 390,000 tested, 0.2% active. AID 602313; further: potency means the concentration at half of the fitted maximal effect; % of control where 0% means no effect; nearly all actives have a fitted effect of over 65% in size
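HeLa cells stably expressing A3F-eYFP plus Vif, plated and incubated overnight at 37 deg C, then exposed to compounds overnight at 37 deg C. Blocked degradation read as raised yellow fluorescence (Ex 488/Em 500-530).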
LDHA inh – LDHA (human) enzyme inhibition; purified LDHA, NADH/diaphorase-resazurin fluorescence; active compounds read low; activity change, % (values are at about 110 or 230 µM); P00338; AID 1347041; 480,000 tested, 0.15% active; in the data active means activity change below about -30%; inconclusive means mostly about -25% to -30%;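 further: plate controls were DMSO wells for no effect and wells without enzyme for full effect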
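Resorufin fluorescence (ex540/em590), read at 0 and 20 min after diaphorase/resazurin addition, reports the NADH left after a 5 min room-temperature reaction of 2 nM human LDH5 with 0.06 mM NADH and 0.2 mM pyruvate.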
D1 agonist – human D1 receptor agonism; P21728; HEK293 T-REx D1 cells, calcium flux, agonist mode; activation, % at 2 µM; 360,000 tested, 1% active; in the data active means activation above about 30%; further: 0% is about no effect
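Inducible HEK293 T-REx D1 cells, force-coupled to calcium signalling, were plated at 4000 cells/well with tetracycline and held overnight at 30 C. After no-wash calcium dye loading, compound-evoked calcium rise over 180 s flagged agonists.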
D2 potentiator – D2 dopamine receptor (human) potentiation; HEK293 T-REx D2, calcium flux, EC20 dopamine potentiation; 340,000 tested, 0.34% active; potentiation, % at 10 µM;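 active means potentiation over 3 SD above the plate norm, cut at about 30% in these data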; further: 0% is about no effect
Target sequence (P14416 whole entry, looked up): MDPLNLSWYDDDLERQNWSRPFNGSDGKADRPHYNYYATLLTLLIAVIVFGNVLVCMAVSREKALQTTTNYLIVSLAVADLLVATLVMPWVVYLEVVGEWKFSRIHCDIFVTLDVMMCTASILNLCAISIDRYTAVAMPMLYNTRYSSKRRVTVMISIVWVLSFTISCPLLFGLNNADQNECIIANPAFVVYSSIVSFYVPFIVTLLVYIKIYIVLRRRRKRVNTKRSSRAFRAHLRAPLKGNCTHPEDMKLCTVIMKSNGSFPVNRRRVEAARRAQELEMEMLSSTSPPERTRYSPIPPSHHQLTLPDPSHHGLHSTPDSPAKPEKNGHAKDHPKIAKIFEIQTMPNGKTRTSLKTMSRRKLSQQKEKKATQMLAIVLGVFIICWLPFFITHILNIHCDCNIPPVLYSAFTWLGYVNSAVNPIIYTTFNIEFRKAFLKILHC
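Tetracycline-induced HEK293 T-REx cells force-coupled to calcium signalling expressed D2; compounds were pin-added after a 10 s baseline, read kinetically 180 s, then an EC20 dopamine challenge followed with a further 180 s calcium read.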
D1 antag – antagonists of human D1 dopamine receptor; P21728; HEK293 TREx D1 cells, calcium flux, dopamine EC80; active compounds read low; activity change, negative = inhibition, % at 10 µM; 360,000 tested, 3.2% active; AID 504652; in the data active means activity change below about -30%; further: on the % scale 0 is the no-effect control and ±100 the full control effect
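Kinetic fluorescence of a calcium dye serves as the read-out. D1-expressing Hek293 Trex cells, induced overnight at 30 C, are exposed to compound for 180 s before an EC80 dopamine addition, then read 180 s further.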
Starred values were filed as active, the others as inactive; ? = inconclusive; · = not tested or not shown. Unless noted, the call rests on the fitted dose curve; in most records, active means well fitted curve in the direction sought with a large enough effect; inconclusive means small, poorly fitted or top-dose-only effect, or another doubt; inactive means no such curve, though single readings can be large; an effect the other way counts as inactive or inconclusive. Some of the compounds tested; the hit share may differ from the screen's.

Sequence of screens: D1 potentiator, D1 agonist, D1 antag, Glioma ERSR ind, D2 potentiator, Vif-APOBEC3G blk, LDHA inh, RXFP1 agonist, Vif-A3F inh
1: COc1ccc(CNC(=O)Nc2ccc(OC)cc2)cc1
 : -6, 0, -14, -2%, 3, 1%, -9, 2.1%, 1%
2: COc1ccc2c(c1)c(CC(=O)Nc1cccc(F)c1C)c(C)n2C(=O)c1ccc(Cl)cc1
 : -2, 1, 17, -1%, -7, 0%, 4, 2.8%, 0%
3: Cc1ccc(NC(=O)Cn2cc(C(=O)C3CCCCC3)c3ccccc32)cc1
 : -3, 9, -22, ·, 5, ·, -3, 8.3%, ·
4: CCCC(C)C(=O)NCc1ccncc1 (stereo not drawn)
 : -2, 0, -21, -2%, -1, 2%, -5, -1.0%, -10%
5: CCc1nnc(NC(=O)c2sc3nc(C)cc(COC)c3c2N)s1
 : -2, 5, 23, 0%, -1, 0%, 0, 21%, -6%
6: CCOC(=O)c1cccc(NC(=O)C2CCCN(S(=O)(=O)c3cc(Br)cc4c3N(C(=O)CC)CC4)C2)c1 (stereo not drawn)
 : -1, -2, -11, -3%, 10, -3%, -6, 4.1%, 1%
7: Cc1cccc(NC(=O)CSc2nnc(-c3ccncc3)n2C)c1
 : 4, 2, -5, -3%, 9, 0%, -13, 2.8%, -5%
8: O=C(COC(=O)c1nc(Cl)ccc1Cl)Nc1ccc2c(c1)OCO2
 : -4, 1, -11, -2%, -5, -2%, -7, 3.0%, 11%
9: O=C(NNc1cccc(Cl)n1)c1c(Cl)cccc1Cl
 : -4, 1, 11, 0%, -2, 0%, 0, -2.3%, -3%
10: Cc1ccc(/C=C/S(=O)(=O)NCCC(=O)NCc2ccccc2F)cc1
 : ·, ·, ·, -4%, ·, 2%, 0, ·, 8%
11: C[C@@H]1CN([C@H](C)CO)C(=O)CCCn2nncc2CO[C@H]1CN(C)Cc1cccc(C(=O)O)c1
 : ·, ·, ·, -3%, ·, 1%, -9, ·, 2%
12: CCCCc1cc(=O)oc2cc(OCC(=O)Nc3ccccn3)ccc12
 : -4, 1, 4, -1%, 2, 1%, -6, ?, 5%
13: COc1cccc(NC(=O)Cn2cc(S(=O)(=O)N3CCCC3)c(S(=O)(=O)N3CCCC3)c2)c1
 : 4, 8, -5, 0%, 5, -1%, -4, 1.6%, -7%
14: O=C(COC(=O)c1cccc(Cl)c1Cl)NC1CCCC1
 : -5, 3, -27, 1%, 3, 1%, -10, -2.5%, -1%
15: CCOC(=O)C(C(=O)OCC)C(C)C#CCN1CCCCC1 (stereo not drawn)
 : -4, 2, -5, -2%, -7, 0%, -4, -0.2%, 1%
16: CSc1nc(C)c2c(n1)OC(CN1C(=O)c3ccccc3C1=O)C2 (stereo not drawn)
 : 6, 1, 0, ·, 6, ·, ·, 1.7%, ·
17: COc1ccc(C(=O)CSc2nnc(CNC(=O)c3ccco3)n2C)cc1
 : 4, 2, -14, -6%, -1, -2%, -5, 1.3%, ?
18: CCCOc1ccc(C(=O)CCC(=O)OCC(=O)N(C)c2c(N)n(Cc3ccccc3)c(=O)[nH]c2=O)cc1
 : -8, 0, -2, -1%, -20, -1%, 4, -0.8%, -14%
19: CCN(C(=O)c1ccc(S(=O)(=O)N2CCCCC2)cc1)C1CCS(=O)(=O)C1 (stereo not drawn)
 : -3, 2, -18, -5%, -3, -2%, -11, 0.1%, -9%
20: COc1cc(SC)ccc1C(=O)N(C)Cc1ccccc1
 : -4, 0, -10, -6%, -3, -1%, -7, 1.7%, 1%
21: Cc1cc(C(=O)Nn2cnc3ccccc3c2=O)ccc1[N+](=O)[O-]
 : -2, 1, 4, -1%, -5, 1%, -3, 0.1%, 4%
22: FC(F)c1nnc2c(Cl)cc(C(F)(F)F)cn12
 : -3, 2, ·, -2%, -1, -1%, -11, 4.5%, -2%
23: O=C(NC1CC1)c1cc(-c2ccc(Br)cc2)nc2ccccc12
 : ·, 6, 43, 0%, 14, -1%, 0, 2.6%, -10%
24: Cc1[nH]c2ccccc2c1/C=C/c1nc2ccccc2c(=O)n1CCO
 : 7, 4, -13, -1%, 9, -22%, -3, 0.6%, 4%
25: O=C(Nc1nc(-c2cccs2)cs1)c1cc2ccccc2oc1=O
 : -1, 2, 19, ·, -6, ·, ·, 1.3%, ·
26: Cc1cc(-c2cc(-c3ccc(Cl)cc3)on2)nc(NCC2CC2)n1
 : 5, 5, 7, -4%, 15, 0%, -4, 1.3%, 0%
27: Cc1cc(-c2ccc(F)cc2)nc2cc(C(N)=O)nn12
 : 10, 1, -8, -5%, 5, -5%, -3, 2.3%, 7%
28: COCc1cc(C)nc2sc(C(=O)Nc3ccccc3Br)c(N)c12
 : -1, 2, 7, 0%, 7, -12%, -6, ?, ?
29: CCc1ccc(NC(=O)Cc2ccc(OC)cc2)cc1
 : -1, 2, -2, ·, -5, ·, ·, 4.2%, ·
30: O=C(COC(=O)/C=C/c1ccc(OC(F)F)cc1)Nc1cccc(S(=O)(=O)N2CCOCC2)c1
 : ·, ·, ·, -4%, ·, -2%, 0, ·, -9%
31: CCSc1nnc2ccc(-c3ccc(C)cc3)nn12
 : -4, 59*, -28, 2%, 4, -2%, -5, 2.2%, -3%
32: CC1C(C)N(C(=O)CCCl)c2ccccc2N1C(=O)CCCl (stereo not drawn)
 : ·, ·, ·, -2%, ·, 3%, -14, ·, ?
33: Cn1cnnc1SCC(=O)NNC(=O)COc1ccc(Cl)cc1
 : -2, 2, -3, -3%, ·, 0%, -13, 1.4%, -2%
34: NC(=O)CN1CCCC1c1ccc2c(c1)OCCO2 (stereo not drawn)
 : ·, 6, -2, 1%, 2, 2%, -1, -2.2%, 1%
35: COc1ccc(NC(=O)CCS(=O)(=O)c2ccc3c(c2)CCN3C(C)=O)cc1
 : -1, 0, 21, -8%, -5, 3%, 0, 4.2%, -19%
36: O=C(COC(=O)c1ccccc1)Nc1ccccc1N1CCOCC1
 : -4, 0, -14, 3%, 0, 1%, -1, 0.3%, -14%
37: COc1ccc(NC(=O)c2ccccc2SC)c(OC)c1
 : -3, -2, -1, 0%, -1, 4%, -5, -0.6%, 1%
38: COc1ccc(-n2cnc3cc(C(=O)NCCN4CCOCC4)ccc32)cc1
 : -5, 0, 9, -3%, 0, -7%, -8, 0.0%, 6%
39: CC(C)CCNC(=O)CCn1c(=O)c2cccn2c2cccnc21
 : -1, 1, 5, -3%, -4, -4%, -6, 4.1%, 4%
40: CCOc1ccc(NC(=S)N2CCC(NC(=O)c3ccccc3C)CC2)cc1
 : 0, 2, -8, -2%, 1, -1%, -5, -2.9%, -25%
41: Cc1oc(-c2ccccc2F)nc1CSCC(=O)N1CCN(c2ccccc2)CC1
 : -1, 6, -15, -3%, 10, 5%, -1, -1.0%, -2%
42: CCN(CC(=O)Nc1cccc(OC)c1)CC(=O)Nc1ccccc1C
 : 8, 0, 8, -11%, -2, -1%, -5, -1.0%, 19%
43: NC(=O)Cc1nc2scc(-c3ccc(Cl)cc3)c2c(=O)[nH]1
 : -11, 2, -5, 2%, 1, 0%, -10, 3.4%, -7%
44: O=C(Nc1ccc(S(=O)(=O)Nc2ncccn2)cc1)c1ccccc1NS(=O)(=O)c1ccc(Cl)cc1
 : 1, 0, 10, -5%, 5, -6%, -5, 0.4%, 3%
45: COc1ccccc1NC(=O)COc1ccc2c(c1)OCO2
 : -4, 2, 9, -2%, 3, -17%, 2, 1.9%, -8%

Filtered by structure: those above with four or more nitrogen atoms
Sequence of screens: D1 potentiator, D1 agonist, D1 antag, Glioma ERSR ind, D2 potentiator, Vif-APOBEC3G blk, LDHA inh, RXFP1 agonist, Vif-A3F inh
5: CCc1nnc(NC(=O)c2sc3nc(C)cc(COC)c3c2N)s1
 : -2, 5, 23, 0%, -1, 0%, 0, 21%, -6%
7: Cc1cccc(NC(=O)CSc2nnc(-c3ccncc3)n2C)c1
 : 4, 2, -5, -3%, 9, 0%, -13, 2.8%, -5%
11: C[C@@H]1CN([C@H](C)CO)C(=O)CCCn2nncc2CO[C@H]1CN(C)Cc1cccc(C(=O)O)c1
 : ·, ·, ·, -3%, ·, 1%, -9, ·, 2%
13: COc1cccc(NC(=O)Cn2cc(S(=O)(=O)N3CCCC3)c(S(=O)(=O)N3CCCC3)c2)c1
 : 4, 8, -5, 0%, 5, -1%, -4, 1.6%, -7%
17: COc1ccc(C(=O)CSc2nnc(CNC(=O)c3ccco3)n2C)cc1
 : 4, 2, -14, -6%, -1, -2%, -5, 1.3%, ?
18: CCCOc1ccc(C(=O)CCC(=O)OCC(=O)N(C)c2c(N)n(Cc3ccccc3)c(=O)[nH]c2=O)cc1
 : -8, 0, -2, -1%, -20, -1%, 4, -0.8%, -14%
21: Cc1cc(C(=O)Nn2cnc3ccccc3c2=O)ccc1[N+](=O)[O-]
 : -2, 1, 4, -1%, -5, 1%, -3, 0.1%, 4%
26: Cc1cc(-c2cc(-c3ccc(Cl)cc3)on2)nc(NCC2CC2)n1
 : 5, 5, 7, -4%, 15, 0%, -4, 1.3%, 0%
27: Cc1cc(-c2ccc(F)cc2)nc2cc(C(N)=O)nn12
 : 10, 1, -8, -5%, 5, -5%, -3, 2.3%, 7%
31: CCSc1nnc2ccc(-c3ccc(C)cc3)nn12
 : -4, 59*, -28, 2%, 4, -2%, -5, 2.2%, -3%
33: Cn1cnnc1SCC(=O)NNC(=O)COc1ccc(Cl)cc1
 : -2, 2, -3, -3%, ·, 0%, -13, 1.4%, -2%
38: COc1ccc(-n2cnc3cc(C(=O)NCCN4CCOCC4)ccc32)cc1
 : -5, 0, 9, -3%, 0, -7%, -8, 0.0%, 6%
39: CC(C)CCNC(=O)CCn1c(=O)c2cccn2c2cccnc21
 : -1, 1, 5, -3%, -4, -4%, -6, 4.1%, 4%
44: O=C(Nc1ccc(S(=O)(=O)Nc2ncccn2)cc1)c1ccccc1NS(=O)(=O)c1ccc(Cl)cc1
 : 1, 0, 10, -5%, 5, -6%, -5, 0.4%, 3%
